ABCB6 inh MLPCN = inhibitors of human ABC transporter ABCB6. AID 602162. fluorescence ratio to DMSO, % at 10 µM. Q9NP58. hit rate 0.19% among 360,000. K562-ABCB6 porphyrin accumulation, flow cytometry, 1 h; hits give low values;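 active = fluorescence ratio to DMSO below 75%, the collection mean minus 3 SD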;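 also: signal is porphyrin accumulated inside mitochondria; 100% equals median channel fluorescence of DMSO control wells; lower ratio means ABCB6 inhibition with less porphyrin fluorescence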
aDG glyco act = increases alpha dystroglycan glycosylation; activation, % at 10 µM; Pro5-aDG cells, alpha-DG glycosylation AlphaScreen (IIH6); 0% Pro5, 100% B10-LARGE cell signal; hit rate 0.22% among 360,000;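 active = activation of at least 8% versus controls, or a plate z-score of at least 8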;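 also: Pro5 are CHO cells carrying HIG-tagged alpha-DG that lacks glycosylation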
MC4R antagonist = human MC4R antagonism in cAMP assay; P32245; MC4R-expressing cells, MTII-stimulated cAMP, LANCE TR-FRET; inhibition, % at 6.5 µM; hit rate 0.48% among 360,000; AID 540295;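 active = inhibition above its plate's cutoff, the mean of tested wells on that plate plus 3 SD, cut at about 29% in these data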;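 also: 0% = Melanotan II alone and 100% = Melanotan II plus saturating MCL0020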
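Test system: U2OS cells stably expressing human melanocortin 4 receptor (MC4R); also added: Melanotan II challenge; compound: 6.5 µM single dose; timing: 30-min compound preincubation, 1-h Melanotan II challenge, 1-h detection, room temperature; signal: Eu-cAMP/anti-cAMP TR-FRET, emission 671 nm; repeats: one well per compound, no replicates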
NOD2-RIPK2 inh = NOD2-RIPK2 protein interaction inhibition; CHO BLA complementation NOD2-RIPK2, CCF4 ratio; AID 624267; hit rate 0.38% among 360,000; inhibition, % at 4.98 µM; in the data active = inhibition above about 21%;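 also: 0% = vehicle only and 100% = reference blocker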
MC4R barr agon = agonists of human melanocortin 4 receptor (MC4R) beta-arrestin. U2OS MC4R beta-arrestin complementation, luminescence; percent of melanotan II response, DMSO zero. activation, % at 8.9 µM. hit rate 0.98% among 360,000. P32245. AID 540308;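 active = activation above a per-plate cutoff, the mean activation of sample wells on that plate plus 3 SD, cut at about 8% in these data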
ABHD5 PLIN5 PPI = ABHD5-PLIN5 protein interaction inhibition; Q00G26+Q8WTS1; Split G. princeps luciferase complementation, luminescence, 4 h; inhibition, % at 4 µM; hit rate 0.78% among 360,000;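 active = inhibition above the mean inhibition across every tested compound plus 3 SD, cut at about 22% in these data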;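 also: 0% = DMSO only wells and the 100% control is not disclosed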
Vif imaging = inhibitors of HIV Vif. inhibition, % at 7.49 µM. hit rate 0.35% among 340,000. HEK293T cells, Vif self-association by quenched fluorescence, imaging, 24 h; in the data active = inhibition above about 50%, passing the limit was not always enough; also: some results filed as inactive read as strong as hits
N-glyco inh = N-linked glycosylation inhibition; hit rate 0.23% among 360,000; D54 ERlucT glycosylation luciferase reporter, 24 h; percent of 100 nM tunicamycin response; reporter increase, % at 12.5 µM; AID 588692;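 active = mean luciferase reporter signal, scaled so untreated is 0 and the glycosylation-blocking control 100, at or above a set limit in every replicate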;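 also: luciferase carries N-glycosylation sites so blocking glycosylation raises the light; 0% = median of neutral control wells and 100% = median of 100 nM tunicamycin wells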
TLR9-MyD88 inh = TLR9-MyD88 interaction inhibition; inhibition, % at 4.98 µM; Q9NR96+Q99836; AID 504734; CHO BLA complementation TLR9-MyD88, CCF4 FRET ratio; hit rate 0.21% among 340,000;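 active = inhibition above the mean over all tested compounds plus 3 SD, cut at about 21% in these data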;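 also: 0% = DMSO only wells and 100% = clavulanate BLA inhibitor control wells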
Target sequence (Q99836 whole entry, looked up): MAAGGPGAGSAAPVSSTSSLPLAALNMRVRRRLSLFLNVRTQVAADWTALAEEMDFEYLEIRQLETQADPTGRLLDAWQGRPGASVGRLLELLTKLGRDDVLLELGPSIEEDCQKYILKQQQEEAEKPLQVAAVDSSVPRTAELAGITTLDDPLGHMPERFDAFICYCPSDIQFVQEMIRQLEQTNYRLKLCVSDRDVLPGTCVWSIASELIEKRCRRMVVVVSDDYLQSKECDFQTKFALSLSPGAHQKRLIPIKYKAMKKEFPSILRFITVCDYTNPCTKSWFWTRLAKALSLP
Target sequence (Q9NR96 whole entry, looked up): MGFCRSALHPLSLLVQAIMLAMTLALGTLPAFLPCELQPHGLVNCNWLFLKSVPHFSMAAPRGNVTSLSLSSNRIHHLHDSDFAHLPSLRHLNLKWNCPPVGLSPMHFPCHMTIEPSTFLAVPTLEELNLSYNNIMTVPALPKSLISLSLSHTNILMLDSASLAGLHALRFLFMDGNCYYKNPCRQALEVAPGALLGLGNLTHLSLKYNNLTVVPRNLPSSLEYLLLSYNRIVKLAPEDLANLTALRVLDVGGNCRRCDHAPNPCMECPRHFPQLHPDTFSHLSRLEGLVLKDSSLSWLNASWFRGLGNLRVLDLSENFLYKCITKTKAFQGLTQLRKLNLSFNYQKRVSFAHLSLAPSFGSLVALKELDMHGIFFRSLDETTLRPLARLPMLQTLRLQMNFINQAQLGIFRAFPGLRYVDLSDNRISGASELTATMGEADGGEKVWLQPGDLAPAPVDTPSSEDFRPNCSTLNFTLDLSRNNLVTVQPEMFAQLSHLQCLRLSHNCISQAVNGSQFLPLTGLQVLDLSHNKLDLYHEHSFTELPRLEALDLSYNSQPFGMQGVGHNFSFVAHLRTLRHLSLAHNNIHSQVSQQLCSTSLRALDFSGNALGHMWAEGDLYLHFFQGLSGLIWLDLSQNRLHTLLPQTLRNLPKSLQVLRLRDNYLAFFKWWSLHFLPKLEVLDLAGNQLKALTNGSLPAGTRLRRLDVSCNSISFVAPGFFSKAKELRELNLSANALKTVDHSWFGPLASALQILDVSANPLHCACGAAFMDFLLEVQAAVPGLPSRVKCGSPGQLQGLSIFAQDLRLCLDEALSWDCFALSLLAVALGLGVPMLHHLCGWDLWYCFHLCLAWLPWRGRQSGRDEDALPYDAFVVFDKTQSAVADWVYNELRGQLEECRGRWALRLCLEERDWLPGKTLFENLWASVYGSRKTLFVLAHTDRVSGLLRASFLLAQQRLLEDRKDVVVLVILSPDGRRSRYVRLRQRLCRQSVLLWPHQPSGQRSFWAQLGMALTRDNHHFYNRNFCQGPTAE
Exocytosis inh = blocks lytic granule exocytosis; TALL-104 LAMP-1 surface exposure, flow cytometry; cells stimulated with thapsigargin and PMA; inhibition, % at 10 µM; hit rate 0.66% among 360,000; AID 651702;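 active = inhibition above about 55%, limit read from the data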
* hit, by the source's call; i = inactive; . = no result given. Only part of the results is shown; the hit share may differ from the screen's.

SMILES	ABCB6 inh MLPCN	aDG glyco act	MC4R antagonist	NOD2-RIPK2 inh	MC4R barr agon	ABHD5 PLIN5 PPI	Vif imaging	N-glyco inh	TLR9-MyD88 inh	Exocytosis inh
CN(CC(=O)Nc1ccc(F)c(F)c1F)C(=O)CCCSc1nc2ccccc2[nH]1	96	0.1	4	-7	-2.4	15	-27	1	4	-8
O=C(Nc1ccccc1)C1=C[C@@H](c2ccc(C(F)(F)F)cc2)C[C@@H](OCCCCO)O1	96	-0.2	6	-3	-0.2	-8	8	2	-4	20
COc1cccc(-c2cnc(C(O)c3ccc(C(C)(C)C)cc3)[nH]2)c1 (configuration not stated)	91	0.0	6	-1	1.2	-1	.	-1	.	-8
CCC(CC)C(=O)N1CC(=O)Nc2ccc(F)cc2C1c1ccccc1 (configuration not stated)	101	-0.1	-1	-4	-0.2	-2	-8	1	2	13
S=C(NCc1cccnc1)Nc1ccc(Oc2ccccc2)cc1	104	0.9	-2	4	-0.1	2	22	-1	10	22
COc1ccc(OC)c(C(C(=O)NC2CCCCC2)N(C(=O)c2snc(C(N)=O)c2N)c2ccccc2OC)c1 (configuration not stated)	88	0.2	-6	-8	-0.6	2	-5	1	0	12
O=C(O)c1cccc(Nc2c([N+](=O)[O-])c(=O)oc3ccccc23)c1	96	0.0	-3	-9	-2.0	2	14	1	-4	0
CCOC(=O)C1CCCN(C(=O)c2cc3ccc(OC)cc3[nH]2)C1 (configuration not stated)	96	0.0	3	-4	-2.2	-5	.	-3	-8	-6
CC(C)Oc1ccc(C(=O)Nc2nnc(SCC(=O)N3CCOCC3)s2)cc1	104	0.0	9	-6	-3.1	2	-2	-15	-9	0
O=C(N=C1SC2CS(=O)(=O)CC2N1Cc1ccccc1Cl)C1CCCO1 (configuration not stated)	91	0.8	0	-14	-1.7	4	6	1	-9	-4
CCn1cc(/C=C/c2cc[n+](C)cc2)c2ccccc21	i	0.2	-30	0	-1.5	8	.	-4	8	0
Cc1ccc(S(=O)(=O)O/N=C2\CCCc3ccccc32)cc1	99	-0.2	3	-4	-1.0	3	.	3	-8	1
O=CN1CCc2scc[n+]2-c2ccccc21	95	0.3	2	-2	-2.7	0	-5	0	-5	-3
Cc1cc(OCC(=O)OCC(=O)N(C)Cc2ccccc2C)ccc1Cl	95	-0.3	4	-3	2.0	2	-1	2	3	0
CCOC(=O)C1(Cc2ccc(OC)cc2)CCN(C(=O)CN2CCN(CC)CC2)CC1	96	0.4	0	1	-2.0	7	18	-2	-9	-2
Cn1c(=O)c(=O)n(C)c2cc(S(=O)(=O)Nc3ccc4c(c3)OCCO4)ccc21	95	-0.2	10	5	-1.2	-3	-6	-11	-9	-2
CN(C(=O)COC(=O)c1cc(-c2ccc(Cl)s2)nc2ccccc12)C1CCS(=O)(=O)C1 (configuration not stated)	91	-0.4	7	-1	-2.8	2	9	-1	-9	-4
CCC(C)c1ccc(OCCN2CCCC2)cc1 (configuration not stated)	89	-0.1	9	3	0.1	-2	4	-2	3	-2
O=C(Cn1cc2c(n1)CCCC2)NCCc1ccccc1	102	0.0	3	-7	-0.5	3	4	-1	-3	6
O=C(O)c1cccc(S(=O)(=O)Nc2cccc(S(=O)(=O)Nc3ccc(Br)cc3)c2)c1	93	-0.3	1	-6	-3.3	0	7	0	1	-1
CC(C)(C)OC(=O)[C@H](Cc1ccccc1)NC(=O)c1nc[nH]c1C(=O)N1CCNCC1	101	0.1	3	7	0.0	-1	-4	1	-7	-1
Cc1ccc2[nH]c(=O)c(CN(Cc3ccco3)C(=O)c3ccncc3)cc2c1	94	0.2	3	8	-1.0	18	25	12	-3	-1
Cc1ccc(N(CC(=O)NC(C)c2ccccc2)S(=O)(=O)c2cccs2)cc1 (configuration not stated)	84	0.2	5	-10	17*	-5	15	1	4	-2
CC1CCCCC1NC(=S)Nc1ccc(Cl)cc1Cl (configuration not stated)	96	0.2	10	-1	5.6	-5	0	-2	-2	13
CNC[C@H](O)c1cccc(O)c1	96	-0.2	3	-3	0.3	2	2	1	1	4
CCN(C#N)c1nc(NC(C)C)nc(NC(C)C)n1	102	0.2	4	-1	-0.2	5	.	1	-8	2
O=C(O)CCN1C(=O)/C(=C\c2cccc(OCC(=O)Nc3ccc(Cl)cc3)c2)SC1=S	100	-0.1	15	4	3.4	-4	-2	2	-3	-2
Cc1cccc(-c2c3c(=O)n(C)c(=O)n(C)c3cn2C2CCCCC2)c1	98	0.3	-4	-6	-0.6	2	5	0	-7	-7
Cc1ccc(NC(=O)CSCC(=O)NCCc2ccccn2)c(C)c1	97	-0.5	-6	-6	-0.5	6	2	1	-1	1
COc1ccc(N2CCN(C(=O)Cc3ccc(S(=O)(=O)N4CCOCC4)s3)CC2)cc1	103	-0.2	-8	2	-2.4	3	1	0	-1	4
Cc1cc(C(=O)CSc2nnnn2-c2ccccc2)c(C)n1-c1ccc2c(c1)OCO2	97	0.4	0	-7	-3.5	-10	0	-4	3	1
CCCCCc1nnc(NC(=O)c2ccc3nc[nH]c3c2)s1	98	0.9	0	-3	-1.6	4	-5	3	12	5
COC(=O)c1ccc(CSc2nc3ccc(S(=O)(=O)N4CCOCC4)cc3[nH]2)cc1	93	-0.2	-1	2	-3.2	1	-14	3	-3	-1
C=CCn1c(SCC(=O)NCC(c2ccccc2)N(C)C)nnc1C1CCCCC1 (configuration not stated)	92	0.5	2	-4	-0.5	-3	46	-2	5	3
COc1cc(C(=O)NCc2nnc(SCC(=O)NC3CCCC3)o2)cc(OC)c1OC	92	-0.1	-2	-1	3.6	8	-6	4	9	-16
Cc1cc(C)cc(NC(=O)N(CCC#N)Cc2cccs2)c1	99	-0.1	1	-9	-0.9	-4	2	1	0	5
CN(C(=S)Nc1ccc(Oc2ccccc2)cc1)C1CCCCC1	77	0.6	12	-14	0.0	-6	-7	2	-5	0
O=C(CCNC(=O)c1ccc([N+](=O)[O-])cc1)Nc1ccccc1N1CCCCC1	99	0.3	12	-5	-1.4	-4	5	2	3	4
CCN(CC(=O)NC(C)(C)C)C(=O)COc1c(Cl)cc(Cl)c2ccc(C)nc12	98	0.1	12	-8	-3.8	2	-3	14	-1	14
NC(=O)c1ccc(NC(=O)CSc2nc3ccccc3c(=O)n2CCCN2CCOCC2)cc1	101	0.0	13	7	1.0	-2	1	6	0	-2

2 records drawn at random from the list so far:
SMILES	ABCB6 inh MLPCN	aDG glyco act	MC4R antagonist	NOD2-RIPK2 inh	MC4R barr agon	ABHD5 PLIN5 PPI	Vif imaging	N-glyco inh	TLR9-MyD88 inh	Exocytosis inh
CNC[C@H](O)c1cccc(O)c1	96	-0.2	3	-3	0.3	2	2	1	1	4
Cc1ccc(N(CC(=O)NC(C)c2ccccc2)S(=O)(=O)c2cccs2)cc1 (configuration not stated)	84	0.2	5	-10	17*	-5	15	1	4	-2

Carrying on.
SMILES	ABCB6 inh MLPCN	aDG glyco act	MC4R antagonist	NOD2-RIPK2 inh	MC4R barr agon	ABHD5 PLIN5 PPI	Vif imaging	N-glyco inh	TLR9-MyD88 inh	Exocytosis inh
COc1cc(-c2nc(-c3ccccc3)c(-c3ccc(F)cc3)[nH]2)cc2c1OCO2	98	1.6	12	-8	12*	-3	-15	12	1	18
CCOc1nc(C)ccc1-c1noc(-c2ccccn2)n1	104	1.7	-1	-1	-1.8	-5	-5	-1	1	-2
CCN(CC)C(=O)Cn1cc(S(=O)(=O)CC(=O)NC2CCCCC2)c2ccccc21	106	0.0	11	-14	0.5	2	-4	-1	-5	-3
Cc1cc(C)c(OCC(=O)NCC(c2ccco2)N2CCCCC2)c(C)c1 (configuration not stated)	98	0.3	5	6	3.0	1	-5	-5	-8	6
COc1ccc(OC)c(Nc2nc(-c3sc(NC(=O)C(C)(C)C)nc3C)cs2)c1	101	1.2	7	3	0.1	-22	-1	-7	-1	-10
O=C(N/N=C/c1c(F)cccc1Cl)c1cc(C2CC2)[nH]n1	86	0.2	1	-4	-2.3	-2	11	1	5	4
COc1ccccc1N1CCN(C(=O)CCC(=O)Nc2nnc(CC(C)C)s2)CC1	96	-0.1	3	-9	-0.8	2	-3	2	7	1
CCOC(=O)C1CCN(C(=O)COC(=O)c2cccc(F)c2)CC1	101	-0.3	7	-4	-0.8	-4	1	0	-2	-4
CC(=O)c1ccsc1-c1c(C)cc2oc(=O)cc(-c3ccccc3)c2c1C	101	-0.1	4	-3	-1.8	-10	-1	-6	-10	6
CCN(CC)CC(O)COc1ccc2c(c1)OCO2 (configuration not stated)	95	0.2	3	-10	-0.4	8	12	0	3	2
COCCN1C[C@@H](CO)O[C@@H](n2cnc3c(NCc4cc(OC)c(OC)c(OC)c4)ncnc32)C1	107	0.0	7	4	-0.6	-1	3	-1	.	11
COc1ccc(CN(C)CC(=O)NC2CCCc3ccccc32)cc1OC (configuration not stated)	93	0.3	8	-4	-1.9	7	3	-1	0	-2
Cc1ccc(C)c(NC(=O)CSc2nnc(CSc3nc(C)cc(C)n3)n2Cc2ccco2)c1	99	-0.2	0	-12	1.3	0	10	0	12	-1
CC(=O)Nc1ccc(S(=O)(=O)N2CCN(CC(=O)NC3CCCC3)CC2)cc1	91	0.0	13	6	-0.1	3	-5	1	-6	1
CC1(C)CC(=O)C=C(Nc2ccc(C(=O)O)c(O)c2)C1	99	0.1	-4	9	-1.2	-3	-1	0	-4	-3
Cc1cc(C)n2c(C)nnc2c1	92	-0.1	6	-8	-0.7	7	-11	2	6	5
O=C(c1ccc(S(=O)(=O)Cc2ccccc2Cl)c([N+](=O)[O-])c1)N1CCN(c2ccccn2)CC1	89	1.7	8	-3	-3.5	8	-7	-12	0	1
CCc1nc(N2CCN(S(=O)(=O)c3ccc(Br)cc3)CC2)c2c(C)c(C)sc2n1	92	-0.1	9	-5	-0.5	-2	.	-3	3	0
COC(=O)c1ccccc1SC(CC(=O)c1ccccc1)c1ccc(F)cc1 (configuration not stated)	99	-0.1	6	-1	-2.4	3	5	7	1	23
C[C@@H]1CN([C@@H](C)CO)C(=O)c2cc(NC(=O)CCC(F)(F)F)ccc2O[C@H]1CN(C)Cc1ccc(Cl)c(Cl)c1	94	0.0	9	-4	7.5	10	-5	-6	-10	-1
N#CC1=C(SCC(=O)NC23CC4CC(CC(C4)C2)C3)NC(=O)C(C#N)C12CCCCC2 (configuration not stated)	102	0.5	-3	2	1.3	-14	-9	-6	-8	-2
Cc1ccc(S(=O)(=O)N2CCOCC2)cc1NC(=O)CSc1nnnn1C1CCCC1	101	-0.1	14	-5	-3.7	-4	-5	-2	0	-2
CC1(C(=O)NS(=O)(=O)c2cccs2)CCN1C(=O)C1CC1 (configuration not stated)	97	0.0	2	-2	0.2	1	7	1	.	-6
Cc1nnc(SCC(=O)NNC(=O)c2ccccc2)n1-c1ccccc1	103	0.0	4	-13	1.3	1	0	1	-13	-2
COc1ccc(Oc2c(OC)cc(NCc3ccc(CN)cc3)c3ncccc23)cc1	117	-0.1	-10	3	-2.7	-4	.	1	2	2
O=C(NCCc1c[nH]c2ccccc12)/C(=C\c1cccs1)NC(=O)c1ccccc1	103	-0.1	12	4	0.0	0	-8	0	-5	-1
CN(C)c1ccc(C(=O)C=Cc2ccc([N+](=O)[O-])cc2)cc1	101	0.7	-1	-10	1.8	3	2	2	4	6

Screens deposited in PubChem by several laboratories.
